High-throughput results as filed in PubChem.
NF-kB neuron act – raises NF-kB expression in human neuronal cells; fold change at 12.5 µM; NF-kB reporter expression; hits give high values; 190,000 tested, 1.6% active; in the data active = fold change above about 3.3
APP 5'UTR act – APP 5'UTR luciferase reporter activation; SH-SY5Y APP 5'UTR luciferase reporter, luminescence; zero percent = DMSO vehicle wells; activation, % at 2 µM; 190,000 tested, 1% active;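 active = activation above a set limit, based on mean plus 3 SD of controls, cut at about 140% in these data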; note: values of inactives mirror those of a sister screen read the other way
STAT3 act – increases IL-6 driven STAT3 reporter signal. 190,000 tested, 0.91% active. AID 871. U3A cells, IL-6 STAT3-luciferase reporter, luminescence; 100% = signal with IL-6 EC80 alone. activation (% of control), % at 5.6 µM;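 active = activation above the screen-wide mean of compound activation plus 3 SD, cut at about 130% in these data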;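 note: 0% = background luminescence of wells with medium and substrate only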
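Material: human U3A cells carrying STAT3-luciferase construct. Measured by: reporter luminescence signal. Timing: compound 1 h, then IL-6 6 h at 37 °C.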
Efa HMGR inh – E. faecalis class II HMG-CoA reductase inhibition | purified E. faecalis HMGR, NADPH absorbance 340 nm kinetic | 190,000 tested, 0.41% active | inhibition, % at 10 µM | AID 1066;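 active = inhibition above a set limit, the median over all tested compounds plus 3 SD, cut at about 9.5% in these data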;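 note: enzyme runs in reverse so mevalonate oxidation gives rising NADPH absorbance; 0% = complete reaction with DMSO and 100% = background rate lacking mevalonate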
STAT1 activator – STAT1 signaling activation; NIH 3T3 STAT1-luciferase reporter, IFN-gamma, luminescence; 100% = IFN-gamma alone, no compound; activation (% of control), % at 5.5 µM; 200,000 tested, 2.6% active; AID 932;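 active = activation above the screen-wide mean activation plus 3 SD, cut at about 130% in these data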;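 note: raw ratio to IFN-gamma control signal so 100% means no change and 0% no light; values of inactives mirror those of a sister screen read the other way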
DTT redox prof – compounds producing H2O2 with reducing agent – biochemical, NIH compound library profiling, artefact control for MLSCN library redox annotation, primary screen. 200,000 tested, 0.03% active. activation, % at 10 µM. DTT-dependent redox cycling H2O2, phenol red/HRP absorbance; 100% = 100 µM peroxide control, 0% = buffer;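 active = activation of at least 50% relative to the plate's high and low controls in the primary single-dose screen; inactive = activation below 50%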;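 note: compound incubated with DTT at 0.8 mM final as the reducing agent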
TLR4 MyD88 comp – inhibitors of human TLR4-MyD88 binding | O00206+Q99836 | HeLa CL3-4 TLR4/MyD88 BLA complementation, FRET ratio | inhibition, % at 8.4 µM | 200,000 tested, 0.18% active; in the data active = inhibition above about 25%;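 note: 0% = vehicle and 100% = reference inhibitor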
Target sequence (O00206 whole entry, looked up): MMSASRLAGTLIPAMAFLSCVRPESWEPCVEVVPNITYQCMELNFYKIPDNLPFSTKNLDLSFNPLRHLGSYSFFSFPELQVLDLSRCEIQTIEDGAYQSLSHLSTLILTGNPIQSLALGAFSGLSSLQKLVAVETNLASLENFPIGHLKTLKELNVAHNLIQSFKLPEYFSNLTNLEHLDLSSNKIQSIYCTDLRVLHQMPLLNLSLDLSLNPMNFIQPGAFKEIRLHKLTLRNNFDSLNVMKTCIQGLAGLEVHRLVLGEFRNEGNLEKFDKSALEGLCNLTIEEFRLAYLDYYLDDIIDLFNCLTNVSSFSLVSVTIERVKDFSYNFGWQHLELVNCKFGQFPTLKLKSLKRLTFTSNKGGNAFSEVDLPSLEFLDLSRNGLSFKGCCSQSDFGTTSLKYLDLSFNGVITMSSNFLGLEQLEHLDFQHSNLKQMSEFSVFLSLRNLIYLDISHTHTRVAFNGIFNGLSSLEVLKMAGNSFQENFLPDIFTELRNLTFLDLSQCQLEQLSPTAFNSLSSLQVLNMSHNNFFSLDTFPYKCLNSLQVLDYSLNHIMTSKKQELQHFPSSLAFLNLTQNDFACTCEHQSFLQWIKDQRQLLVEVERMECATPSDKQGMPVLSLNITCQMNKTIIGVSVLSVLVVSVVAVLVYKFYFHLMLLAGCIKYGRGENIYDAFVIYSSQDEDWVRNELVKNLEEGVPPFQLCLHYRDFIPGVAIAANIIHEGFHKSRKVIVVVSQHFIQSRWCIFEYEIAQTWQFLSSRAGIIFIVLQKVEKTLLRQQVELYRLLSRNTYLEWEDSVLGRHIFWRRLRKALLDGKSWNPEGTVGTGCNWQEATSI
Target sequence (Q99836 whole entry, looked up): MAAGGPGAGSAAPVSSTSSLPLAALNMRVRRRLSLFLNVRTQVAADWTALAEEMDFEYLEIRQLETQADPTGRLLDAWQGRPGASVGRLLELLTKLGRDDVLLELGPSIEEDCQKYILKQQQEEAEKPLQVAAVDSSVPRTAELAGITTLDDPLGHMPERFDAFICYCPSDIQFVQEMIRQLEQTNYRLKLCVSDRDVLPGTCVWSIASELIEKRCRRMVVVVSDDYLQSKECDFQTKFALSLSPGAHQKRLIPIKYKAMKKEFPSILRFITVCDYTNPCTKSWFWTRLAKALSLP
STAT1 blocker – inhibitors of IFN-gamma induced STAT1 signaling; AID 920; 200,000 tested, 0.35% active; inhibition, % at 5.5 µM; NIH 3T3 STAT1-luciferase reporter, luminescence;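 active = inhibition above a set limit, the mean inhibition across all tested compounds plus 3 SD, cut at about 34% in these data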;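 note: 0% = IFN-gamma with DMSO and 100% = IFN-gamma with 300 µM nifuroxazide; values of inactives mirror those of a sister screen read the other way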
Hsp70 act – transcriptional activators of Hsp70 | HeLa Hsp70 promoter luciferase reporter, luminescence; scaled: vehicle 0, proteasome-inhibitor control 100% | activation, % at 10 µM | 200,000 tested, 0.04% active | AID 1203;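 active = activation above the mean across all tested compounds plus 3 SD, cutoff set per campaign, cut at about 5.5% in these data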;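 note: 100% = MG132 at 30 µM as the positive control and 0% = DMSO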
STAT3 blocker – reduces IL-6 driven STAT3 reporter signal. U3A cells, IL-6 STAT3-luciferase reporter, luminescence; host cell line lacks STAT1. 190,000 tested, 0.89% active. inhibition, % at 5.5 µM;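 active = inhibition above the mean inhibition across all screened compounds plus 3 SD, cut at about 44% in these data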;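 note: 0% = DMSO only wells and 100% = 100 µM nifuroxazide control wells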
An asterisk follows results filed as active.

`Cc1ccc(-c2nc3ncccn3c2NC2CCCC2)o1` gave NF-kB neuron act 1.6, APP 5'UTR act -7, STAT3 act 93, Efa HMGR inh 2, STAT1 activator 90, DTT redox prof -1.3, TLR4 MyD88 comp -7, STAT1 blocker 11, Hsp70 act 0.3 and STAT3 blocker 14.
`Cc1ccc(S(=O)(=O)N2CCOCC2)cc1C(=O)NCc1ccc2c(c1)OCO2` gave NF-kB neuron act 1, APP 5'UTR act -5, STAT3 act 103, Efa HMGR inh -2, STAT1 activator 100, DTT redox prof 1.2, TLR4 MyD88 comp -7, STAT1 blocker 0, Hsp70 act 0.0 and STAT3 blocker 1.
Cc1ccccc1OCc1nc2c3c(ncn2n1)-c1ccccc1CC31CCCC1 was read as NF-kB neuron act 1.2, APP 5'UTR act 1, STAT3 act 105, Efa HMGR inh 2, STAT1 activator 100, DTT redox prof 3.0, TLR4 MyD88 comp -4, STAT1 blocker -1, Hsp70 act -0.3 and STAT3 blocker 0.
Screening O=C(CCC(=O)NC1CCCCCCC1)Nc1nnc(C(F)(F)F)s1 returned NF-kB neuron act 0.98, APP 5'UTR act 18, STAT3 act 98, Efa HMGR inh 2, STAT1 activator 94, DTT redox prof -0.9, TLR4 MyD88 comp -14, STAT1 blocker 7, Hsp70 act 0.0 and STAT3 blocker 4.
`N=c1n(CCN2CCOCC2)c2ccccc2n1CC(=O)c1ccc(Cl)c(Cl)c1` gave NF-kB neuron act 0.84, APP 5'UTR act 12, STAT3 act 128, Efa HMGR inh -7, STAT1 activator 102, DTT redox prof 2.2, TLR4 MyD88 comp 6, STAT1 blocker -2, Hsp70 act -0.2 and STAT3 blocker -28.
For Cc1ccc2nc(-c3ccc(NC(=O)COC(=O)c4ccc(=O)[nH]c4)cc3)sc2c1 the results were NF-kB neuron act 6.5*, APP 5'UTR act 165*, STAT3 act 53, Efa HMGR inh -6, STAT1 activator 135*, DTT redox prof -1.0, TLR4 MyD88 comp -3, STAT1 blocker -40, Hsp70 act -0.5 and STAT3 blocker 56*.
`CC(O)CNCCOc1ccccc1-c1ccccc1` (stereo not drawn) gave APP 5'UTR act -3, STAT3 act 97, Efa HMGR inh -2, STAT1 activator 99, DTT redox prof -1.4, TLR4 MyD88 comp 8, STAT1 blocker 2, Hsp70 act -0.1 and STAT3 blocker 9.
Screening O=C(NCCc1cccc(F)c1)[C@@H]1CSC2c3ccccc3C(=O)N21 (stereo partly drawn) returned NF-kB neuron act 1.1, APP 5'UTR act -1, STAT3 act 100, Efa HMGR inh -1, STAT1 activator 100, DTT redox prof 0.1, TLR4 MyD88 comp 1, STAT1 blocker 0, Hsp70 act -0.1 and STAT3 blocker 6.
Screening CCC1CCCCN1C(=O)COC(=O)c1ccc(S(=O)(=O)N2CCOCC2)cc1 (stereo not drawn) returned NF-kB neuron act 1, APP 5'UTR act 2, STAT3 act 98, Efa HMGR inh -1, STAT1 activator 94, DTT redox prof -2.7, TLR4 MyD88 comp -8, STAT1 blocker 8, Hsp70 act -0.1 and STAT3 blocker 6.
Screening CCCOc1ccc(Br)cc1/C=N/NC(=O)c1cc(OC)c(OC)c(OC)c1 returned NF-kB neuron act 1.1, APP 5'UTR act -9, STAT3 act 103, Efa HMGR inh -1, STAT1 activator 98, DTT redox prof 1.4, TLR4 MyD88 comp -18, STAT1 blocker 2, Hsp70 act -0.4 and STAT3 blocker -1.
`O=C1NC(=Nc2ccccc2)/C(=C/c2ccco2)S1` gave NF-kB neuron act 1.2, APP 5'UTR act -2, STAT3 act 80, Efa HMGR inh -7, STAT1 activator 99, DTT redox prof 0.1, TLR4 MyD88 comp 8, STAT1 blocker 1, Hsp70 act -0.4 and STAT3 blocker 26.
For Cn1ccnc1SCCNC(=O)CCc1nnc(CCCCc2ccccc2)o1 the results were NF-kB neuron act 1.1, APP 5'UTR act 15, STAT3 act 101, Efa HMGR inh 0, STAT1 activator 96, DTT redox prof -1.0, TLR4 MyD88 comp 1, STAT1 blocker 3, Hsp70 act 0.1 and STAT3 blocker 3.
CCc1nc2ccccc2c(C(=O)OCC(=O)NCc2ccc3c(c2)OCO3)c1C was read as NF-kB neuron act 0.91, APP 5'UTR act 31, STAT3 act 99, Efa HMGR inh -2, STAT1 activator 101, DTT redox prof -0.8, TLR4 MyD88 comp -6, STAT1 blocker -1, Hsp70 act -0.4 and STAT3 blocker 0.
`CCCCOc1ccc(C(=O)Nc2ccc(N3CCN(C(C)=O)CC3)cc2)cc1` gave NF-kB neuron act 0.8, APP 5'UTR act -28, STAT3 act 87, Efa HMGR inh 0, STAT1 activator 94, DTT redox prof -0.6, TLR4 MyD88 comp -4, STAT1 blocker 8, Hsp70 act -0.3 and STAT3 blocker 16.
CCc1c(C)sc(NC(=O)c2ccco2)c1C(=O)N1CCOCC1 was read as NF-kB neuron act 1.1, APP 5'UTR act 9, STAT3 act 138*, Efa HMGR inh 0, STAT1 activator 97, DTT redox prof 0.7, TLR4 MyD88 comp -6, STAT1 blocker -4, Hsp70 act 0.0 and STAT3 blocker -42.
COCCNC(=O)c1ccc(C)cc1C was read as NF-kB neuron act 1.3, APP 5'UTR act 4, STAT3 act 102, Efa HMGR inh 4, STAT1 activator 103, DTT redox prof -0.3, TLR4 MyD88 comp 0, STAT1 blocker -7, Hsp70 act 0.1 and STAT3 blocker 3.
`Cc1sc(NC(=O)c2cccs2)c(C(=O)OC(C)C)c1C` gave NF-kB neuron act 1.2, APP 5'UTR act -24, STAT3 act 88, Efa HMGR inh -6, STAT1 activator 93, DTT redox prof 0.5, TLR4 MyD88 comp -4, STAT1 blocker 1, Hsp70 act -0.2 and STAT3 blocker 17.
Cc1ccc(Cl)cc1Nc1nc(-c2sc(NC(=O)C(C)(C)C)nc2C)cs1 was read as NF-kB neuron act 0.96, APP 5'UTR act -4, STAT3 act 85, Efa HMGR inh -1, STAT1 activator 100, DTT redox prof -4.9, TLR4 MyD88 comp 3, STAT1 blocker 0, Hsp70 act -0.5 and STAT3 blocker 22.
For Cc1ccc(-n2cccc2/C=C2/C(=N)N3C(=NC2=O)SN=C3S(C)(=O)=O)cc1Cl the results were NF-kB neuron act 1.1, APP 5'UTR act 6, STAT3 act 87, Efa HMGR inh -8, STAT1 activator 92, DTT redox prof 0.0, TLR4 MyD88 comp 0, STAT1 blocker 9, Hsp70 act -0.5 and STAT3 blocker 11.
For CCn1cc(SCC(N)=O)c2ccccc21 the results were NF-kB neuron act 1.1, APP 5'UTR act -2, STAT3 act 102, Efa HMGR inh 3, STAT1 activator 100, DTT redox prof 0.0, TLR4 MyD88 comp -12, STAT1 blocker -3, Hsp70 act -0.3 and STAT3 blocker -4.
For COc1ccc(NC(=O)C2CCC(N3C(=O)C4C5C=CC(C5)C4C3=O)CC2)cc1 (stereo not drawn) the results were NF-kB neuron act 1.2, APP 5'UTR act 20, STAT3 act 104, Efa HMGR inh -6, STAT1 activator 96, DTT redox prof 0.0, TLR4 MyD88 comp -5, STAT1 blocker 4, Hsp70 act -0.1 and STAT3 blocker 0.
Cc1ccc(S(=O)(=O)c2c(C)nn(C(C)(C)C)c2OC(=O)C2CCCC2)cc1 was read as NF-kB neuron act 0.88, APP 5'UTR act 0, STAT3 act 103, Efa HMGR inh 0, STAT1 activator 89, DTT redox prof 1.6, TLR4 MyD88 comp 19, STAT1 blocker 13, Hsp70 act 0.3 and STAT3 blocker 2.
`O=S(=O)(c1ccccc1)N1N=C(c2cccs2)CC1c1ccc(Br)cc1` (stereo not drawn) gave NF-kB neuron act 0.99, APP 5'UTR act 15, STAT3 act 101, Efa HMGR inh -2, STAT1 activator 96, DTT redox prof 1.4, TLR4 MyD88 comp -1, STAT1 blocker 4, Hsp70 act -0.1 and STAT3 blocker 9.
`Cc1ccc2nc(SCC(=O)NC(=O)NCc3ccco3)[nH]c2c1` gave NF-kB neuron act 0.86, APP 5'UTR act 4, STAT3 act 100, Efa HMGR inh -2, STAT1 activator 95, DTT redox prof 0.3, TLR4 MyD88 comp -18, STAT1 blocker 5, Hsp70 act -0.4 and STAT3 blocker 6.
CC(=O)Nc1nc2n(n1)C(c1ccc(Cl)cc1)C=C(C)N2 (stereo not drawn) was read as NF-kB neuron act 0.99, APP 5'UTR act -9, STAT3 act 97, Efa HMGR inh 2, STAT1 activator 104, DTT redox prof -1.0, TLR4 MyD88 comp -8, STAT1 blocker -4, Hsp70 act -0.4 and STAT3 blocker 7.
Screening O=C(NCc1cccs1)c1nn2cccnc2c1Cl returned NF-kB neuron act 1.4, APP 5'UTR act 17, STAT3 act 101, Efa HMGR inh 0, STAT1 activator 107, DTT redox prof 0.9, TLR4 MyD88 comp -3, STAT1 blocker -10, Hsp70 act 0.0 and STAT3 blocker 0.
`COc1ccccc1N1CCN(C(=O)CCc2ccc(S(=O)(=O)NC(C)C)cc2)CC1` gave NF-kB neuron act 0.79, APP 5'UTR act 4, STAT3 act 105, STAT1 activator 98, DTT redox prof -1.3, TLR4 MyD88 comp -2, STAT1 blocker 2, Hsp70 act -0.2 and STAT3 blocker -2.
`CCCc1nn(C)c2c(=O)[nH]c(-c3ccccc3OCC)nc12` gave NF-kB neuron act 0.86, APP 5'UTR act -19, STAT3 act 103, Efa HMGR inh -1, STAT1 activator 106, DTT redox prof 0.0, TLR4 MyD88 comp -18, STAT1 blocker -7, Hsp70 act -0.4 and STAT3 blocker -1.
Cc1nn(-c2ccccc2)c2nc(Cl)c(C(=O)O)cc12 was read as NF-kB neuron act 1.1, APP 5'UTR act 15, STAT3 act 84, Efa HMGR inh -3, STAT1 activator 98, DTT redox prof 0.5, TLR4 MyD88 comp -5, STAT1 blocker 2, Hsp70 act -0.3 and STAT3 blocker 15.
`O=C(NCc1ccco1)c1ccc(COc2cc(Cl)ccc2Cl)cc1` gave NF-kB neuron act 1.4, APP 5'UTR act 34, STAT3 act 93, Efa HMGR inh -1, STAT1 activator 112, DTT redox prof 0.4, TLR4 MyD88 comp -8, STAT1 blocker -13, Hsp70 act -0.2 and STAT3 blocker 13.
CCCN(Cc1cc2cc(C)ccc2[nH]c1=O)C(=O)c1cccc(OC)c1 was read as NF-kB neuron act 0.94, APP 5'UTR act 5, STAT3 act 91, Efa HMGR inh -8, STAT1 activator 87, DTT redox prof -2.8, TLR4 MyD88 comp -8, STAT1 blocker 14, Hsp70 act -0.2 and STAT3 blocker 15.
Screening CCn1c(C)nc2cc(C(=O)NNS(=O)(=O)c3ccc(C)cc3C)ccc21 returned NF-kB neuron act 1.2, APP 5'UTR act -16, STAT3 act 99, Efa HMGR inh 3, STAT1 activator 95, DTT redox prof 0.1, TLR4 MyD88 comp -6, STAT1 blocker -3, Hsp70 act -0.3 and STAT3 blocker 1.
[O-][n+]1onc2c3cc(-c4ccccc4)nnc3ccc21 was read as NF-kB neuron act 1.4, APP 5'UTR act 0, STAT3 act 120, Efa HMGR inh -2, STAT1 activator 94, DTT redox prof 3.3, TLR4 MyD88 comp 6, STAT1 blocker 6, Hsp70 act -0.2 and STAT3 blocker -18.
